Assay outcomes deposited in PubChem BioAssay by several laboratories.
Tat transport: E. coli Tat export inhibitors, primary screen, MC4100, TorA-mCherry reporter, fluorescence, single point | inhibition, % at 10 µM | 340,000 tested, 0.036% active;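 active = mean replicate inhibition at least 50% and at least half of replicates individually reaching 50%; inconclusive = only one of the two criteria met; inactive = neither criterion met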;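 also: exported cargo escapes ClpAP degradation while cytoplasmic cargo is degraded and loses fluorescence; 0% = median of neutral control wells and 100% = median of NaSCN control wells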
CAL PDZ FP-1: untagged CAL PDZ binding inhibitors, primary screen, biochemical, fluorescence polarization, HTS | Golgi-associated PDZ and coiled-coil motif-containing protein (Homo sapiens), Q9HD26 | purified CAL PDZ, TMR-peptide fluorescence polarization, 1 h | inhibition, % at 24.9 µM | 300,000 tested, 0.92% active | AID 602252, 2012;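 active = mean inhibition of at least 30% with at least half of replicates also reaching 30%; inconclusive = no clear call, values can overlap the other calls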;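 also: 0% = DMSO neutral control and 100% = excess unlabeled competitor peptide PRC23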
Rtt109 Vps75: inhibitors of C. albicans Rtt109/Vps75 HAT, primary screen, biochemical, ThioGlo CoA-SH fluorescence, plate reader | inhibition, % at 34.9 µM | Histone acetyltransferase RTT109 (Candida albicans (strain SC5314 / ATCC MYA-2876)), … | 330,000 tested, 0.16% active | purified Rtt109/Vps75, 4 h | AID 540336, 2011;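 active = inhibition of at least 50% in every replicate; inconclusive = best replicate reaches 50% inhibition but some replicates fall short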
Target sequence (Q5AAJ8 whole entry, looked up): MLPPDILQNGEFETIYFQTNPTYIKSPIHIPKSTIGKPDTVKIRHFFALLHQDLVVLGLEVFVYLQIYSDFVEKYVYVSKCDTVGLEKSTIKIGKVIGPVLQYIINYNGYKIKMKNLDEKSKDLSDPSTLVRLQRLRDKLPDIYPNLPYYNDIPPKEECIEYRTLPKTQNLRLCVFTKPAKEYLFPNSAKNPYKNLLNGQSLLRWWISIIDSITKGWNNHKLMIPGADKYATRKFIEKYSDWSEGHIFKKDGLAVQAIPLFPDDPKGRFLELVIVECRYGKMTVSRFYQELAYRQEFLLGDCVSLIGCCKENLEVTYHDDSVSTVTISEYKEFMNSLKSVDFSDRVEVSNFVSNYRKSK
CAL PDZ FP-2: CAL PDZ peptide-binding inhibitors, primary screen, biochemical, fluorescence polarization, Cer-tagged CAL PDZ, HTS; purified CAL PDZ, TMR-peptide fluorescence polarization, 1 h; AID 504414, 2011; 330,000 tested, 0.02% active; inhibition, % at 20 µM; Golgi-associated PDZ and coiled-coil motif-containing protein (Homo sapiens), Q9HD26;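 active = highest replicate inhibition of at least 40%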;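 also: plate controls were DMSO neutral control wells for no effect and unlabeled competitor peptide control wells for full effect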
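material = purified tagged CAL PDZ domain construct (CerCALP) | buffer or medium = sodium phosphate/NaCl buffer pH 7.4 with TCEP, IgG, Thesit | reagent = TMR-labelled reporter peptide T*-PRC34 bound in PDZ groove | incubation = 1 h room-temperature incubation prior to read | measured by = fluorescence polarization (mP) | evaluation = percent inhibition from loss of millipolarization | control set = unlabelled peptide and DMSO controls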
Wnt act: Wnt/beta-catenin pathway activators, primary screen, cell-based, plate reader, single point | Wnt/beta-catenin reporter cell assay, activator | activation, % at 9.35 µM | 300,000 tested, 1.2% active; in the data active = activation above about 30%, passing the limit was not always enough; inconclusive = no clear call, values can overlap the other calls;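 also: 0% = neutral control wells and 100% = positive control wells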
MITF act: activators of MITF-driven TRPM1 promoter reporter, primary screen, cell-based, SK-MEL-5, luciferase, single point. SK-MEL-5 TRPM1-promoter luciferase, 24 h; % of positive control, neutral wells = 0. activation, % at 12.5 µM. 300,000 tested, 0.75% active. AID 588334, 2011;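 active = mean activation of at least 80% with every replicate also reaching 80%; inconclusive = mean reaches 80% but some replicate falls short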;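 also: 0% = neutral control wells and 100% = parthenolide positive control wells; values of inactives mirror those of a sister screen read the other way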
RTF Ca sens act: cardiac RTF calcium sensitivity activators, primary screen, biochemical, IANBD-TnC fluorescence, EC20 calcium. 340,000 tested, 0.24% active. AID 493008, 2010. activation, % at 7.2 µM. Troponin I, cardiac muscle (Homo sapiens) + Troponin T, cardiac muscle (Homo sapiens) + …. IANBD-labeled TnC RTF fluorescence at EC20 calcium; 0% EC20 calcium, 100% full calcium;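 active = activation above the mean over all tested compounds plus 3 SD, cut at about 30% in these data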;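 also: rise in fluorescence read as greater calcium sensitivity of cardiac thin filaments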
dFosB act: activators of delta FosB homodimer, primary screen, biochemical, fluorescence polarization, TAMRA-CDK5 oligo, single point; activation, % at 25 µM; 340,000 tested, 0.99% active; AID 493131, 2011; Protein FosB (Mus musculus), P13346; purified delta FosB; percent of positive-control signal above neutral wells;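 active = mean activation above about 17%, with every replicate also reaching it, limit read from the data, passing the limit was not always enough; inconclusive = only one of the two conditions met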;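 also: fluorescence polarization rise as delta FosB binds a TAMRA Cdk5 AP-1 oligo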
CDK5 p35 inh: inhibitors of human CDK5/p35 kinase, primary screen, biochemical, single concentration | inhibition, % at 10 µM | Recombinant CDK5/p35, ADP-Glo luminescence, 60 min | Cyclin-dependent kinase 5 (Homo sapiens) + Cyclin-dependent kinase 5 activator 1 (Homo … | 330,000 tested, 0.01% active;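 active = highest replicate inhibition of at least 50% and at least 75% of replicates reaching 50%; inconclusive = only one of the two criteria met; inactive = both criteria failed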;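 also: plate controls were DMSO neutral control for no effect and GW8510 at 10 µM for full effect; many of its hits are not listed in these tables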
Target sequence (Q00535 whole entry, looked up): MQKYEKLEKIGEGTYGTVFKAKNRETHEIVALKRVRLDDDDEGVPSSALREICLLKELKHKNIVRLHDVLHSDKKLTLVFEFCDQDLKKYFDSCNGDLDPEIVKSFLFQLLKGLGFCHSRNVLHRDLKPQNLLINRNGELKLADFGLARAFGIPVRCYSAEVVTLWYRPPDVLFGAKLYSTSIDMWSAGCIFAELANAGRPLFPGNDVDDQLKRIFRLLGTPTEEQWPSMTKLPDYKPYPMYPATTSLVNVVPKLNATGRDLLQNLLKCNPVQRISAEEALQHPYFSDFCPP
Target sequence (Q15078 whole entry, looked up): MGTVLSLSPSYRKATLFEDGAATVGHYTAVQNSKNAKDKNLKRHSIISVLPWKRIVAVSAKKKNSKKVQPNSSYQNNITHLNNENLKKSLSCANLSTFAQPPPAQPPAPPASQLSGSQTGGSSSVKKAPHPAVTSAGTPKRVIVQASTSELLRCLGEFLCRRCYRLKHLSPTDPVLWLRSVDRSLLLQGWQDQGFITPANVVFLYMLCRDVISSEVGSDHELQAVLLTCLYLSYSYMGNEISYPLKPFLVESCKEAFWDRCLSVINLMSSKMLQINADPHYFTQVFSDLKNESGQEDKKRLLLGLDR
V-ATPase pH: regulators of yeast V-ATPase proton pumping, primary screen, pHLuorin cytosolic pH fluorescence; S. cerevisiae; response, % at 10 µM; 350,000 tested, 0.37% active; in the data active = response mostly above about 7.3%, no sharp cut-off; inactive = mostly below about 5.4%; also: actives read high; inactives centre near 0; some compounds called inactive have numbers as strong as hits
Starred values were filed as active, the others as inactive; ? = inconclusive; . = not tested or not shown.

SMILES	Tat transport	CAL PDZ FP-1	Rtt109 Vps75	CAL PDZ FP-2	Wnt act	MITF act	RTF Ca sens act	dFosB act	CDK5 p35 inh	V-ATPase pH
CCOC(=O)c1ccc(NC(=S)N(CCN(C)C)Cc2cccs2)cc1	4.0	2.4	-6.7	-0.4	1.8	2.1	3.7	-19.9	-0.8	-1.6
O=C(CSc1nc(O)c(Cc2ccccc2)c(=O)[nH]1)Nc1ccccc1	-0.7	-2.9	?	1.3	.	9.4	2.5	-1.4	-1.3	1.1
Oc1ccc(Br)cc1C=Nc1cccn2cc(-c3ccccc3)nc12	2.4	-1.5	1.8	-0.1	3.4	46.2	6.6	-7.1	0.8	0.4
COc1ccc(-n2c(SCC(=O)Nc3cc(C)on3)nc3ccc(O)cc3c2=O)cc1OC	-10.8	7.1	0.1	-2.6	1.7	-0.3	-6.2	-2.5	0.7	-0.1
CCOC(=O)CN1C(=O)CSc2ccc(S(=O)(=O)N3CCCC3)cc21	6.5	-0.2	-0.8	-0.7	-0.3	-3.2	14.4	0.6	0.2	1.5
COc1ccc(S(=O)(=O)N(CC(=O)N2CCN(C)CC2)C2CCCCC2)cc1OC	1.3	-0.4	6.1	.	-1.0	-10.1	4.9	-5.0	-0.3	-2.5
CCOc1ccc(NC(=O)CSc2nc(C)c3c(c2C#N)CCCC3)cc1	-3.0	-4.3	-11.7	0.4	3.0	.	1.2	5.7	6.0	-4.9
Cc1c(C(=O)O)sc2nc(CSc3nnc(-c4ccc(F)cc4)n3C)[nH]c(=O)c12	0.1	3.2	-12.7	0.2	1.7	-1.3	-0.6	-8.6	-0.4	-0.4
CC(=O)Nc1ccc(S(=O)(=O)Nc2cccc(-n3c(C)nc4ccccc4c3=O)c2)cc1	-3.2	-1.2	2.8	-2.5	-2.8	3.0	4.2	-3.6	-0.3	-0.4
Cc1ccccc1C(=O)Oc1ccc(Br)cc1C(=S)N1CCCC1	-9.4	.	-12.1	-1.3	7.0	-18.9	-1.6	-8.8	-12.1	2.3
CNC(=O)c1[nH]cnc1C(=O)Nc1ccccc1C	-9.8	-0.3	4.6	-2.3	-1.2	4.0	10.7	-9.4	1.3	-0.8
CC(=O)NC1CCCc2c1cnn2-c1ccc(C(C)(C)C)cc1 (configuration not stated)	6.2	-4.4	-0.9	-0.1	5.1	.	2.5	-7.0	1.1	0.8
O=C(COCc1cc(-c2ccc3c(c2)OCO3)on1)N1CCN(c2cccc(C(F)(F)F)c2)CC1	-3.3	-3.5	-3.5	-1.2	0.8	10.5	-2.6	-5.1	.	-3.4
COc1ccc(C2(C)ON(c3ccccc3C(F)(F)F)C2=O)cc1 (configuration not stated)	5.9	-1.9	-3.3	-0.4	-1.0	-10.1	4.0	3.1	1.6	-2.0
O=C(Cc1ccccc1)Nc1cccc([N+](=O)[O-])c1	-1.7	4.1	-2.8	-0.6	5.6	-2.0	-0.9	4.6	1.7	1.1
Cc1cc(-c2n[nH]c(=S)n2-c2ccc(F)cc2)nn1C	-2.5	-5.3	9.7	-1.7	-2.8	12.8	4.8	-2.1	-0.3	1.6
Cc1c(C(=O)O)c(-c2ccccc2)nn1-c1ccccc1	-7.0	3.9	3.4	-1.0	-3.0	-6.3	-5.5	-2.1	0.0	2.1
C(=C\c1ccccc1)/CSc1nc2ncccc2[nH]1	7.1	-0.8	1.1	-0.8	-1.4	55.5	4.9	6.3	0.0	1.7
COc1ccc(-c2c(C#N)c(N)nc3c2CCCCCC3)cc1OC	-13.9	-3.3	11.1	0.1	.	-7.6	3.4	0.9	-1.1	-1.0
CC1=C(C(N)=O)C(c2ccc(Cl)cc2)n2nc(CCCO)nc2N1 (configuration not stated)	-9.6	3.4	-9.2	0.8	-0.9	2.4	3.7	-5.4	0.7	2.5
COc1nc2ccc(C)cc2cc1-c1noc(-c2ccccc2)n1	-9.2	-8.5	-3.3	-0.2	.	2.9	3.4	-14.3	-0.3	-1.6
Cn1c(CCN2CCCCCC2)nc2cc(NC(=O)Nc3ccccc3)ccc21	-0.5	49.1*	9.1	1.1	.	49.6	-5.3	-6.7	0.0	-4.1
CC(NS(=O)(=O)OCC(Cl)(Cl)Cl)c1ccc(C(C)(C)C)cc1 (configuration not stated)	11.1	-0.5	13.7	-0.4	-8.5	-1.4	-2.3	0.5	2.2	-1.4
COc1ccc(-c2noc(CN(C(=O)c3ccc4c(c3)OCO4)C(C)C)n2)cc1	8.9	-6.4	6.2	-3.5	-1.9	-1.2	-5.7	-20.1	0.0	3.4
CC1CC(=O)C2=C(C1)Nc1nc3ccccc3n1C2c1cccnc1 (configuration not stated)	-0.7	-2.0	-8.6	-0.6	-2.3	-2.5	-0.5	-2.3	0.5	-1.1
CS(=O)(=O)N(CC(=O)Nc1ccccc1C(=O)N1CCCC1)c1ccc2c(c1)OCO2	1.4	1.8	4.4	-0.1	0.8	3.9	-11.8	-7.2	-0.7	-2.5
CCc1ccc(NC(=O)C(=O)N/N=C(\C)CC(=O)NCCOC)cc1	-17.7	.	2.9	-0.2	.	1.3	-3.2	-2.8	1.3	-1.7
COc1ccc(C(=O)C2=NN(C(C)=O)CC2c2ccco2)cc1 (configuration not stated)	-4.7	-5.7	1.5	-2.5	7.0	9.3	5.1	-5.0	-0.1	-0.6
COc1ccc(/C=N/Nc2ncnc3scc(-c4ccccc4)c23)cc1OC	-1.3	-5.2	-4.0	-0.6	.	1.1	-3.7	9.7	-1.1	-0.9
CCOC(=O)c1c(NC(=S)NC(=O)c2ccc(Cn3cc(Cl)cn3)o2)sc2c1CCCCC2	18.4	-1.9	-5.6	-0.1	-3.4	-9.1	-0.7	-8.5	1.0	2.4
CCc1ccc(/C=C2/C(=O)NC(=O)N2C(C)=O)cc1	-2.3	-3.0	1.1	-1.2	2.7	23.2	1.2	-4.8	1.7	1.4
O=C(Nc1ccccc1N1CCCC1)c1cc(S(=O)(=O)N2CCOCC2)ccc1Cl	1.7	-3.7	-3.5	-1.4	-3.2	-6.6	5.4	-7.5	1.2	0.0
O=C(NCCCN1CCN(c2cccc(Cl)c2)CC1)C1CCC(=O)N1Cc1ccccc1Cl (configuration not stated)	5.4	-0.6	-3.9	-0.6	.	7.2	7.1	-11.0	-1.6	.
CC1(C)C(=O)N(c2ccccc2F)C(=O)c2ccccc21	4.9	-5.2	-2.6	-0.1	1.2	5.0	-2.5	-3.6	-0.3	-2.9
Cc1cc(N(C(=O)c2ccco2)C(C(=O)NC2CCCCC2)c2ccccc2)ccc1-n1cnnn1 (configuration not stated)	4.2	-6.7	1.6	-3.4	5.3	-3.2	1.7	-8.8	2.2	6.0
Cc1cc(C(=O)NN=Cc2ccc(OC(=O)c3ccco3)cc2)c(C)o1	5.6	3.5	5.3	-2.7	2.6	2.1	-2.2	-21.7	0.4	1.2
Oc1c(C(Nc2cccc(C(F)(F)F)c2)c2ccncc2)ccc2cccnc12 (configuration not stated)	4.1	-3.7	-2.9	0.6	52.7*	-64.8	-0.7	-3.1	0.1	3.3
O=C(NCCCN1CCCC1=O)c1ccc(OC(F)(F)F)cc1	2.7	-9.9	60.6*	-0.2	-0.8	-1.2	4.2	-3.5	1.0	-1.8
O=C(Oc1cccc([N+](=O)[O-])c1)c1cc(-c2ccccc2)nc2ccccc12	4.8	-4.1	2.1	.	-1.1	-4.2	-1.4	-10.4	0.0	-2.4
CCOc1ccccc1CN1CCC(n2nccc2NC(=O)CCCc2ccccc2)CC1	-11.8	0.5	6.6	-2.1	0.1	0.3	3.6	-6.1	-0.2	-0.6
CSc1nc2c(c(=O)[nH]c(=O)n2C)n1Cc1ccccc1	-8.1	-4.8	-10.2	-1.9	5.1	.	-4.1	-1.3	1.1	-1.5
CC(C)[C@H](NC(=O)NC1CCCC1)C(=O)O	-5.0	-8.4	1.6	.	.	6.1	-5.2	3.5	3.1	1.0
CC(=O)NC(Cc1ccc(F)cc1)C(=O)N1CCN(C(=O)NCc2ccccc2)CC1 (configuration not stated)	-7.1	-1.8	2.7	-0.5	-1.8	0.5	7.7	-1.5	-1.1	0.9
O=C(c1cncc(Br)c1)N1CCN(S(=O)(=O)c2ccc(Cl)cc2)CC1	-5.8	-1.9	2.1	-0.5	-1.2	3.7	0.3	-6.5	0.5	-0.7
C/C(=N\NC(N)=O)c1ccccc1Cl	5.0	-4.3	-13.2	2.4	5.9	.	-2.5	1.2	1.6	-2.9
S=C(NCc1cccnc1)NCc1cccnc1	2.7	-9.1	2.4	13.8	-0.8	-9.1	0.4	-2.5	-1.2	-2.6
CCn1c(COc2ccc(C)cc2)nnc1SCC(=O)Nc1cc(OC)ccc1OC	6.2	.	10.9	-0.2	.	-5.4	0.8	-13.1	0.3	-4.3
Cc1ccc(NC(=O)COc2ccc(-n3ccnc3)cc2)cc1Cl	18.9	-4.8	1.1	0.8	.	7.8	-2.8	-20.9	-1.3	2.8
C=CCNC(=O)c1cc2c(C(F)(F)F)nn(C)c2s1	0.0	9.1	-6.0	-1.3	0.5	-13.0	-2.8	0.9	-0.8	-0.5
O=C(O)CCCCCNc1ncnc2ccc(Br)cc12	4.5	-4.6	12.4	-0.1	-0.7	-1.8	-5.1	-6.5	-0.1	6.4
(list continues)
SMILES	Tat transport	CAL PDZ FP-1	Rtt109 Vps75	CAL PDZ FP-2	Wnt act	MITF act	RTF Ca sens act	dFosB act	CDK5 p35 inh	V-ATPase pH
CCOC(=O)c1cnn(-c2ccccc2)c1NC(=O)c1ccccc1C	3.6	-2.3	45.6	-1.9	39.1*	-3.8	0.3	-6.3	0.2	1.2
COc1ccc(/C=N/N2CCOCC2)cc1O	1.6	-6.9	-3.4	-1.8	.	14.3	1.8	1.5	0.0	3.3
Cc1ccc(-c2cc(C(=O)Nc3cc(C)ccc3C)[nH]n2)c(O)c1	-8.2	-6.4	-6.9	0.3	16.7	37.2	-5.3	-2.8	-2.4	-0.9
CCOC(=O)C1=C(c2ccccc2)NC(=O)NC1c1cc(OC)c(O)c([N+](=O)[O-])c1 (configuration not stated)	-1.4	0.6	-11.3	-3.0	0.8	-8.7	-3.2	1.2	0.6	-2.8
O=Cc1[nH]c2ccccc2c1N(C(=O)CCl)c1ccc([N+](=O)[O-])cc1	-7.9	.	-1.9	-0.1	2.7	.	-1.4	-9.5	-0.3	-1.6
